STAT3 blocker: inhibitors of IL-6 induced STAT3 signaling; hit rate 0.89% among 190,000; U3A cells, IL-6 STAT3-luciferase reporter, luminescence; host cell line lacks STAT1; inhibition, % at 5.5 µM; AID 862;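 active means inhibition above the mean inhibition across all screened compounds plus 3 SD, cut at about 44% in these data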;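 further: 0% = DMSO only wells and 100% = 100 µM nifuroxazide control wells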
S1P3 antagonist: S1P3 (human) receptor antagonism. inhibition, % at 4.98 µM. hit rate 0.27% among 170,000. AID 485. CHO S1P3 NFAT-BLA reporter, FRET fluorescence, antagonist mode;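 active means inhibition above the plate cutoff, the mean inhibition of test wells on that plate plus 3 SD, cut at about 28% in these data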;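 further: cells challenged with S1P at its EC80 of 0.8 µM; blue over green emission ratio from cleaved BLA substrate after 4 h stimulation; 0% = S1P-stimulated wells and 100% = unstimulated DMSO-only wells; some compounds past the cut are filed as inactive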
Target sequence (Q99500 whole entry, looked up): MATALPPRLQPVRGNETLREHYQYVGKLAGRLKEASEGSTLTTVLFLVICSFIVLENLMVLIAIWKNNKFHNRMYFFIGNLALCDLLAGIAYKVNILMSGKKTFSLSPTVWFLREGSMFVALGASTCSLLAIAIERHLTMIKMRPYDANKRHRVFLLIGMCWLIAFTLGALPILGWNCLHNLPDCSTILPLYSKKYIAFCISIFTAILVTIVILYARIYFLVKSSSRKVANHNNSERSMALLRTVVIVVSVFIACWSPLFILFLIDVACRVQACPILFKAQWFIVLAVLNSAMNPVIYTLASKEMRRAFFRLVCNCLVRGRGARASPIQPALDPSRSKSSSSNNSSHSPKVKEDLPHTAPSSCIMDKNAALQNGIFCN
TLR4 MyD88 comp: inhibitors of human TLR4-MyD88 binding; O00206+Q99836; HeLa CL3-4 TLR4/MyD88 BLA complementation, FRET ratio; inhibition, % at 8.4 µM; hit rate 0.18% among 200,000; AID 861; in the data active means inhibition above about 25%;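 further: 0% = vehicle and 100% = reference inhibitor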
PPARg SRC3 recr: PPARgamma-driven SRC-3 recruitment agonism; P37231; biochemical PPARgamma/SRC-3 coactivator recruitment assay; hit rate 0.26% among 200,000; activation, % at 8 µM; in the data active means activation above about 23%;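 further: 0% = DMSO and 100% = reference agonist; some compounds past the cut are filed as inactive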
STAT3 activator: increases IL-6 driven STAT3 reporter signal | U3A cells, IL-6 STAT3-luciferase reporter, luminescence; 100% = signal with IL-6 EC80 alone | activation (% of control), % at 5.6 µM | hit rate 0.91% among 190,000;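 active means activation above the screen-wide mean of compound activation plus 3 SD, cut at about 130% in these data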;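 further: 0% = background luminescence of wells with medium and substrate only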
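Material: STAT3-luciferase reporter U3A cells. Controls: IL-6-treated wells, 100% activation. Read-out: % activation versus median of IL-6-stimulated wells. Probe or stimulus: IL-6 stimulus at 33 ng/mL final. Timing: compound 1 h, then IL-6 6 h at 37 °C. Signal: reporter luminescence signal.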
RAM inhibit: blocks the yeast RAM network | S. cerevisiae dse1pr::URA3 reporter, 5-FOA growth OD615, 2 d; analog-sensitive cbk1-as2 kinase mutant strain | inhibition, % at 50 µM | hit rate 1.8% among 190,000 | AID 868;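 active means inhibition above a set limit, 3 SD over mean compound inhibition, cut at about 8.4% in these data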;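 further: 0% = DMSO-only wells with no growth and 100% = 10 µM 1-NA-PP1 full growth; inhibition rescues growth on 5-FOA so higher OD means more RAM inhibition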
PPARg SRC-2 ag: PPARgamma-driven SRC-2 recruitment agonism. PPARgamma LBD-SRC-2 recruitment, biochemical. activation, % at 8 µM. hit rate 0.34% among 200,000. AID 1032. P37231; in the data active means activation above about 22%;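 further: 0% = vehicle and 100% = reference agonist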
TR-FRET SRC-2 ct: counter-screen for PPARgamma SRC-2 recruitment agonists: TR-FRET artefact. hits give high values. TR-FRET ratio at 8 µM. hit rate 0.4% among 200,000; in the data active means TR-FRET ratio above about 2000; further: inactives centre near 1500
PPARg SRC-1 ag: PPARgamma-driven SRC-1 recruitment agonism; hit rate 0.41% among 200,000; PPARgamma-SRC-1 coactivator recruitment biochemical assay; P37231; activation, % at 8 µM; in the data active means activation above about 19%;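 further: 0% = DMSO and 100% = reference agonist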
ROMK mod: human ROMK K+ channel modulation, primary screen. B-score at 10 µM. hit rate 2% among 130,000. P48048. Tet-inducible ROMK, thallium flux fluorescence; actives lie on both sides;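 active means signal ratio slope over the read window, or its plate-corrected B-score, at least 3 SD from the plate mean, either direction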;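 further: B-score of the F/F0 ratio slope over 7 to 12 s after thallium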
Target sequence (P48048 whole entry, looked up): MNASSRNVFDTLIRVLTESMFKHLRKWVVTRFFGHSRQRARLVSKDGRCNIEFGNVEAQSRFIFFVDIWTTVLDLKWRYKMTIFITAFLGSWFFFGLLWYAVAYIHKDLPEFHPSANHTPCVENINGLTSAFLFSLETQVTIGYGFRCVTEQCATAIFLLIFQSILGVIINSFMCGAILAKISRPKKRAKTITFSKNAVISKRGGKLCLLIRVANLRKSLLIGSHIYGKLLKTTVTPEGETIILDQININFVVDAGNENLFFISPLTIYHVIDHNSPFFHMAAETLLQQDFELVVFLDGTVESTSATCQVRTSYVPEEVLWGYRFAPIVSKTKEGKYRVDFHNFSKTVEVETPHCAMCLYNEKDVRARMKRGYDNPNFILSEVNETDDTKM
STAT1 blocker: inhibitors of IFN-gamma induced STAT1 signaling. NIH 3T3 STAT1-luciferase reporter, luminescence. inhibition, % at 5.5 µM. hit rate 0.35% among 200,000;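 active means inhibition above a set limit, the mean inhibition across all tested compounds plus 3 SD, cut at about 34% in these data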;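 further: 0% = IFN-gamma with DMSO and 100% = IFN-gamma with 300 µM nifuroxazide; values of inactives mirror those of a sister screen read the other way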
An asterisk follows results filed as active; · = no result given. The order is random; about 5.6% have a hit in one of these screens.

SMILES | STAT3 blocker | S1P3 antagonist | TLR4 MyD88 comp | PPARg SRC3 recr | STAT3 activator | RAM inhibit | PPARg SRC-2 ag | TR-FRET SRC-2 ct | PPARg SRC-1 ag | ROMK mod | STAT1 blocker
Cc1cc(CN(C)C(=O)c2cc(COc3ccc4ncccc4c3)on2)on1 | 58* | -5 | -2 | 2 | 55 | 0.1 | -8 | 1593 | 5 | -1.5 | 21
C=CCn1c(SCC(=O)Nc2c(C)n(C)n(-c3ccccc3)c2=O)nc2sc(C)c(-c3ccccc3)c2c1=O | -1 | · | -1 | 0 | 105 | 0.1 | 4 | 1477 | 0 | · | 2
O=C(NCCCN=C1NS(=O)(=O)c2ccccc21)c1ccc(S(=O)(=O)N2CCCCC2)cc1 | 2 | · | 6 | -18 | 100 | -0.1 | 6 | 1585 | 0 | 1.5 | -6
COC(=O)N/N=C/c1ccc(/C=N/NC(=O)OC)cc1 | 4 | -8 | -8 | 4 | 98 | 1.1 | 13 | 1415 | 6 | 0.0085 | -5
CCCc1nnc(NC(=O)c2cccc(OC)c2)s1 | 12 | -4 | -8 | 4 | 90 | -0.9 | -4 | 1465 | -3 | 0.34 | -37
O=C(Nc1nc2ccccc2s1)C1CC(=O)N(c2ccc(Cl)cc2)C1 (configuration not stated) | -17 | · | 3 | 8 | 114 | 1.8 | 2 | 1556 | -3 | -0.24 | 1
COc1ccc(-c2nc3oc4cc(OC)ccc4c(=O)c3c(=O)n2Cc2ccco2)cc1 | 9 | -17 | 0 | 4 | 96 | -0.9 | -1 | 1504 | -1 | 0.86 | -2
CCCOc1ccc2c(CC)cc(=O)oc2c1C | 10 | 5 | 8 | -4 | 94 | 1.5 | -1 | 1457 | -4 | -0.83 | -15
COc1ccc(S(=O)(=O)NC(C)C(=O)O)cc1 (configuration not stated) | 4 | · | -13 | -6 | 97 | 2.1 | -5 | 1463 | -2 | 1* | 0
COc1cc(C(=O)NCc2nnc(SCC(=O)N3CCc4ccccc43)o2)cc(OC)c1OC | 0 | · | -12 | -4 | 104 | 3.6 | -12 | 1418 | 4 | · | -4
CC/C(C)=N/NC(=O)c1[nH]c2ccc(C)cc2c1-c1ccccc1 | 14 | 21 | -16 | 1 | 93 | 0.1 | 7 | 1988* | 5 | 0.02 | -1
Cc1ccccc1NC(=S)N(CCCN1CCOCC1)Cc1ccccn1 | -5 | 6 | 4 | 5 | 102 | 1.6 | -7 | 1658 | 2 | -0.011 | -6
Brc1ccc(-c2csc(NNC3=NCCCCC3)n2)cc1 | 12 | · | -12 | -6 | 93 | 4.7 | -8 | 1467 | 2 | · | -19
Cc1ccc(-c2cc(N)on2)cc1 | 6 | 0 | -22 | 4 | 97 | 0.2 | 5 | 1668 | 2 | -0.11 | -7
CSc1nsc(N/N=C/c2ccccc2)c1C#N | 14 | 8 | 0 | 6 | 90 | 8.3 | 3 | 1684 | 11 | · | 7
CSc1nc2ccc3nc(NC(=O)C4COc5ccccc5O4)sc3c2s1 (configuration not stated) | 17 | · | -16 | 0 | 90 | 3.5 | 13 | 1702 | 1 | · | 0
O=C(CN1CCOCC1)Nc1ccc(Br)cn1 | -2 | -1 | -14 | -3 | 105 | 0.1 | 4 | 1632 | -5 | · | -2
OC(COCc1ccco1)CN1CCN(C(c2ccccc2)c2ccccc2)CC1 (configuration not stated) | 10 | -18 | -6 | 10 | 95 | 1.4 | 7 | 1625 | 1 | -1.7 | 22
OCCC1CN(Cc2ccon2)CCN1CCc1ccccc1 (configuration not stated) | 0 | 0 | 4 | -2 | 104 | 2.7 | -3 | 1493 | -2 | 1.4 | -8
O=C(NCc1cccs1)c1noc2c1CCCCC2 | 0 | -16 | 12 | -2 | 106 | 0.7 | 1 | 1565 | 6 | · | -16
COc1cccc(C2Nc3ccccc3C(=O)N2O)c1O (configuration not stated) | 14 | 10 | -13 | 20 | 90 | 0.7 | 7 | 1530 | 2 | 1.7 | 11
C#CCOCCOCCOCCNc1nc(N2CCN(C(=O)[C@H]([C@@H](C)CC)n3cc([C@@H](N)CC(C)C)nn3)CC2)nc(N2CCN(C(=O)[C@H](CCCCN)n3cc([C@@H](N)C(C)CC)nn3)CC2)n1 (some centres not stated) | · | -6 | 2 | -6 | · | 0.8 | -2 | 1597 | 5 | · | -1
CCCN1CNc2c(c(=O)[nH]c(=S)n2CCc2ccc(OC)c(OC)c2)C1 | 11 | -8 | 4 | 2 | 94 | 3.5 | 9 | 1750 | -5 | 0.75 | 4
COc1ccc(Nc2c(-c3ccc(OC)cc3)nc3cnccn23)cc1 | 4 | -8 | -12 | -4 | 103 | 0.9 | 4 | 1657 | -1 | -0.051 | 10
Fc1cccc2sc(N3CCCC3)nc12 | 15 | -16 | 6 | 3 | 92 | 0.4 | 6 | 1380 | -2 | 0.61 | -29

Results in STAT1 blocker, S1P3 antagonist and TLR4 MyD88 comp (two entries from above):
smiles	STAT1 blocker	S1P3 antagonist	TLR4 MyD88 comp
O=C(NCc1cccs1)c1noc2c1CCCCC2	-16	-16	12
COc1cccc(C2Nc3ccccc3C(=O)N2O)c1O (configuration not stated)	11	10	-13

Continued.
SMILES | STAT3 blocker | S1P3 antagonist | TLR4 MyD88 comp | PPARg SRC3 recr | STAT3 activator | RAM inhibit | PPARg SRC-2 ag | TR-FRET SRC-2 ct | PPARg SRC-1 ag | ROMK mod | STAT1 blocker
CN(C)S(=O)(=O)c1ccc(Cl)c(C(=O)Nc2nc3ccccc3[nH]2)c1 | -3 | -15 | -3 | 4 | 104 | 1.4 | 4 | 1563 | 9 | 0.57 | -13
CN1CCN(/C=C2\SC(=S)NC2=O)CC1 | 7 | -43 | -9 | 0 | 96 | 2.3 | 6 | 1489 | 0 | 0.22 | 9
CC(C)CC(NC(=O)C1CCCN1C(=O)OC(C)(C)C)C(=O)NCC(N)=O (configuration not stated) | -2 | -8 | -1 | -10 | 111 | 0.3 | -7 | 1452 | -6 | · | -4
COc1ccc(-c2csc(N(Cc3ccccc3)C(=O)COc3ccc(Cl)cc3)n2)cc1 | 1 | · | -8 | -1 | 104 | 1.6 | 2 | 1523 | 5 | · | -5
N#C/C(=C\c1ccco1)C(=O)NCc1ccccc1 | 8 | -20 | 16 | 4 | 97 | 0.4 | 8 | 1648 | -1 | -0.57 | 3
Cc1ccccc1NC(=O)C(c1ccccc1)C1CCCC1 (configuration not stated) | -17 | 4 | -5 | -8 | 110 | 4.2 | 0 | 1423 | -1 | · | 5
CCCC(c1nnnn1C(C)(C)C)N1CCN(C(=O)c2ccco2)CC1 (configuration not stated) | 9 | -5 | 17 | 1 | 97 | 0.1 | 10 | 1554 | 3 | 0.49 | 2
Cc1cccc(NC(=O)Nc2cccc(C#N)c2)n1 | 8 | 14 | -1 | 3 | 94 | 0.0 | 3 | 1805 | 0 | · | -26
CC(C)(C(=O)c1ccccc1)/[N+]([O-])=C/c1ccc(Br)cc1 | 15 | · | -3 | 13 | 95 | · | 8 | 1523 | 9 | · | 0
Cc1ccc(CNC(=O)c2ccc(CNc3c(N4CCCC4)c(=O)c3=O)cc2)cc1 | 7 | · | -16 | 9 | 101 | 1.6 | -9 | 1664 | 3 | · | 10
Cc1cccc(N2C(=O)/C(=C\c3ccc(C(=O)O)cc3)c3ccccc3C2=O)c1 | -5 | 0 | 45* | -1 | 105 | 5.4 | 9 | 1500 | 3 | -6.4* | -4
Cn1nc(C(F)(F)F)c2cc(C(=O)Nc3ccc(Cl)cc3)sc21 | 28 | · | 1 | 10 | 82 | 0.9 | 9 | 1532 | 3 | · | 7
O=C(CCCN1C(=O)/C(=C/c2cccs2)SC1=S)NNC(=O)c1ccc(F)cc1 | 5 | -6 | -4 | 2 | 95 | -0.9 | 1 | 1427 | -5 | · | -1
CCOc1ccc(/C=N/NC(=O)CN2CCCCCCC2)cc1 | 8 | -24 | 9 | 7 | 99 | 2.7 | 9 | 1523 | -1 | -0.76 | 4
Cc1ccc(/C=C2/C(=O)N(c3ccccc3)C(=S)N2C)o1 | 4 | -10 | -14 | 2 | 95 | 2.0 | -2 | 1661 | -4 | 0.3 | 3
CC(/C=C1\N=C(SCc2ccccc2)SC1=O)=C\c1ccccc1 | 9 | 2 | -14 | -1 | 93 | 9.9* | -5 | 1543 | -6 | · | -3
Cc1ccccc1CS(=O)(=O)CCC(=O)NCCCN1CCOCC1 | 4 | -23 | -3 | -7 | 103 | -0.4 | -2 | 1416 | 0 | -0.31 | -19
Cc1cccc(-c2noc(-c3ccc4c(c3)OCO4)n2)c1 | 69* | -18 | -11 | -1 | 43 | 4.5 | -4 | 1592 | -3 | 0.44 | 16
COCCN1C(=O)N[C@H](c2cccc(C(F)(F)F)c2)C(C(=O)OC)=C1C | 6 | 7 | -2 | -4 | 92 | 2.2 | 1 | 1380 | 0 | -0.025 | 0
Cc1nc(-c2ccccc2)sc1-c1ccn[nH]1 | 29 | -2 | 2 | 3 | 81 | 0.9 | -3 | 1535 | 6 | -0.076 | -25
COc1cc(OC)cc(-c2nc(-c3ccccc3OC)no2)c1 | 5 | 23 | 10 | 5 | 99 | 5.0 | 4 | 1471 | 4 | · | 3
O=c1[nH]c(SCc2ccccc2)nc2[nH]ncc12 | 1 | -4 | -3 | 5 | 104 | 0.4 | 7 | 1712 | 6 | -1.2 | -7
O=C(Nc1nnc(-c2ccc3c(c2)CCCC3)o1)c1c(F)cccc1F | 28 | -17 | -3 | 3 | 80 | 1.1 | 1 | 1490 | 6 | 0.84 | 7
Cc1cc(C(=O)N(NC(=O)C(C)C)c2ccccc2)cs1 | 10 | -23 | -4 | 8 | 96 | -0.4 | 11 | 1528 | 6 | -1.5 | 11
COc1ccc(-n2ccnc2SCC(=O)NCc2ccc3c(c2)OCO3)cc1 | 14 | 6 | -3 | 7 | 91 | 1.7 | 6 | 1455 | 4 | · | 2
Cc1nc2scc(-c3cccs3)c2c(=O)[nH]1 | 0 | · | 8 | 12 | 105 | 2.9 | 8 | 1509 | 0 | 1.6 | -6

Compound profiles, as listed above. Order of screens: STAT3 blocker | S1P3 antagonist | TLR4 MyD88 comp | PPARg SRC3 recr | STAT3 activator | RAM inhibit | PPARg SRC-2 ag | TR-FRET SRC-2 ct | PPARg SRC-1 ag | ROMK mod | STAT1 blocker
Cc1cccc(-c2noc(-c3ccc4c(c3)OCO4)n2)c1 is listed with 69* | -18 | -11 | -1 | 43 | 4.5 | -4 | 1592 | -3 | 0.44 | 16
Cn1nc(C(F)(F)F)c2cc(C(=O)Nc3ccc(Cl)cc3)sc21 is listed with 28 | · | 1 | 10 | 82 | 0.9 | 9 | 1532 | 3 | · | 7
Cc1ccc(/C=C2/C(=O)N(c3ccccc3)C(=S)N2C)o1 is listed with 4 | -10 | -14 | 2 | 95 | 2.0 | -2 | 1661 | -4 | 0.3 | 3
